Source: PubChem BioAssay
GPR151 ag: activates the human receptor GPR151. activation, % at 11.2 µM. Q8TDV0. PathHunter beta-arrestin GPR151 cells, luminescence. hit rate 1% among 650,000; in the data active = activation above about 4.9%;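 also: 0% = median of compound wells and 100% = cells with positive control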
Target sequence (Q8TDV0 whole entry, looked up): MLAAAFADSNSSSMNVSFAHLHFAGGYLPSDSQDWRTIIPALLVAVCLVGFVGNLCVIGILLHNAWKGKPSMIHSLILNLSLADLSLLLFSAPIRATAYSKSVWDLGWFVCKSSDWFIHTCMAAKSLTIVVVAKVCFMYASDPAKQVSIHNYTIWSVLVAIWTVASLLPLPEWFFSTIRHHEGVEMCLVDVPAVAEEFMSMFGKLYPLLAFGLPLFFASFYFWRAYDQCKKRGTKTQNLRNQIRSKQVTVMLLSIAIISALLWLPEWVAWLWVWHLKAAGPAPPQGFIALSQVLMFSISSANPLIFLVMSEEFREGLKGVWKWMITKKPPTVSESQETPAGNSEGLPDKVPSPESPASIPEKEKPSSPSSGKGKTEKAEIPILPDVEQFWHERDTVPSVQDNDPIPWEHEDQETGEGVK
FBW7 activator: activators of human E3 ligase FBW7 | Q969H0 | AlphaScreen FBW7–phospho-cyclin E peptide binding, activator screen | normalized activity (activation), % at 26.1 µM | hit rate 0.13% among 650,000 | AID 1259310; in the data active = normalized activity above about 1.9%;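 also: purified mutant Fbw7 with reduced substrate affinity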
MITF inh: inhibitors of human MITF | O75030 | AlphaScreen MITF homodimerization, bead proximity signal | inhibition, % at 2.6 µM | hit rate 0.91% among 650,000 | AID 1259374; in the data active = inhibition above about 50%;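 also: 0% = vehicle wells with protein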
Target sequence (O75030 whole entry, looked up): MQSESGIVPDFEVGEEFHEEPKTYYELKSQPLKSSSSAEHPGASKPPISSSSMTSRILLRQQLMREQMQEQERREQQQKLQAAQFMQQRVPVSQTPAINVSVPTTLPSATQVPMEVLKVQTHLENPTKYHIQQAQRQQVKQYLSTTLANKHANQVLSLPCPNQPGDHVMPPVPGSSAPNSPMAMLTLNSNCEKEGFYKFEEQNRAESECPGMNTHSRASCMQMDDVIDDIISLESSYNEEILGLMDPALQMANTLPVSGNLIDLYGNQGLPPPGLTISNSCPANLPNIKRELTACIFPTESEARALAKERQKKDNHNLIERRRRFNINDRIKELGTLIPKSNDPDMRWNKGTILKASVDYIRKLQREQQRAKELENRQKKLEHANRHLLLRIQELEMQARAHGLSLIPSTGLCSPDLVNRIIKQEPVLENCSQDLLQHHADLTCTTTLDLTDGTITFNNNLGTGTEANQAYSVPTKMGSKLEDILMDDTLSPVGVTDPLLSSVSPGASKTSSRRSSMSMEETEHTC
TEAD-YAP block: TEAD-YAP interaction inhibition | AID 1259422 | HEK-TIYL cells, TEAD-Gal4/YAP UAS-luciferase luminescence | hit rate 1.4% among 640,000 | inhibition, % at 9.12 µM; in the data active = inhibition above about 32%;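 also: 0% = median of test compound wells and 100% = reference inhibitor wells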
Starred values were filed as active, the others as inactive; . = not tested or not shown; & = joins results of further samples.

1) CCN(CC)C(=O)Cn1c(=O)oc2cc(S(=O)(=O)NC3CCCC3)ccc21
2) O=C(COc1ccc(Cl)cc1Cl)NCC1(N2CCOCC2)CCCCC1
3) O=C(CCCn1c(SCC(=O)Nc2nccs2)nc2ccccc2c1=O)NCc1ccco1
4) N#CC1=C(SCC(=O)NC2CCCCC2)NC(=O)CC1c1ccco1 (configuration not stated)
5) Cc1cccn2c(=O)c3cc(C(=O)Nc4ccc5c(c4)OCCO5)sc3nc12
entry no.,1,2,3,4,5
MITF inh,10.8,14.2,12.1,19.7,1.6
TEAD-YAP block,-3.5,4.5,0.8,-9.2,9.4
FBW7 activator,-0.1,0.1,0.1,0.1,0.2
GPR151 ag,1.8,-0.2,1.0,-1.6,0.5

6) COc1cc(/C=N/NC(=O)c2cn(C)c3ccccc23)ccc1O
7) COc1cccc2c(=O)c(C(=O)O)c[nH]c12
8) C=CCn1c(-c2ccc(C)cc2)csc1=Nc1ccc(Cl)cc1
9) NC(=O)c1cc(N2CCN(Cc3ccc4c(c3)OCO4)CC2)nc2ccccc12
10) Cc1ccc(C(=O)c2ccc(CC(=O)O)n2C)cc1
entry no.,6,7,8,9,10
MITF inh,6.8,1.3,8.6,-3.3,-3.6&-2.4
TEAD-YAP block,10.6,-0.4,1.3,3.9,-4.2
FBW7 activator,0.1,-0.4,-0.1,-0.2,0.0&0.0
GPR151 ag,0.5,-1.5,-1.1,-1.0,-2.3&-1.3

11) O=[N+]([O-])c1ccc2nonc2c1Nc1ccccc1Br
12) CN(C)C(=O)CCSC(SCCC(=O)O)c1cccc(/C=C/c2ccc3ccc(Cl)cc3n2)c1 (configuration not stated)
13) COc1ccc(/C=N/NC(=O)CNC(=O)c2ccc(OC)c(OC)c2)cc1
14) Cc1ccc(/C=N/Nc2ccc(Cl)nn2)cc1
15) COC(=O)C1=C(C)NC2=C(C(=O)CC(c3ccc(OC)c(OC)c3)C2)C1c1ccc(OC)c(OC)c1OC (configuration not stated)
entry no.,11,12,13,14,15
MITF inh,13.8,4.4&5.7,-2.0,-4.9,-11.4
TEAD-YAP block,-8.4,.,3.1,-17.7,-1.2
FBW7 activator,-0.8,.,0.0,-0.1,0.1
GPR151 ag,-0.1,-2.0&0.5,-0.5,-1.0,1.3

An excerpt from above, showing only FBW7 activator.
#	canonical_smiles	FBW7 activator
3	O=C(CCCn1c(SCC(=O)Nc2nccs2)nc2ccccc2c1=O)NCc1ccco1	0.1
14	Cc1ccc(/C=N/Nc2ccc(Cl)nn2)cc1	-0.1
13	COc1ccc(/C=N/NC(=O)CNC(=O)c2ccc(OC)c(OC)c2)cc1	0.0

The results go on:
16) Cc1ccc(NCCn2c(C)c(C)n3c4c(=O)[nH]c(=O)n(C)c4nc23)cc1Cl
17) O=C(Nc1cc2c3c(c1)C1CCCC1CN3CC1CCCC21)c1ccccc1F (configuration not stated)
18) CSc1nnc(NC(=O)c2ccccc2[N+](=O)[O-])s1
19) Cc1ncsc1CCC(=O)N1CCc2c([nH]c3ccccc23)C1C(C)(C)C (configuration not stated)
20) CCC(=O)Nc1ccc2nn(-c3ccccc3)nc2c1
entry no.,16,17,18,19,20
MITF inh,13.0,5.0,1.1,16.8,-0.3
TEAD-YAP block,-9.9,12.3,-17.6,-7.4,37.4*
FBW7 activator,-0.2,0.1,-0.1,0.2,0.1
GPR151 ag,-0.4,0.8,-0.5,-1.4,-1.9

21) Oc1ccc(CCNc2cc(-c3ccccc3)ncn2)cc1
22) Cc1cc(C)cc(NC(=O)C(=O)NCCc2c[nH]c3ccccc23)c1
23) N#Cc1ccc(NC(=O)COC(=O)c2ccc3c(c2)OCCO3)cc1
24) COCc1ccc(CN2CCCC(c3[nH]ncc3-c3cc(F)ccc3F)C2)o1 (configuration not stated)
25) Cc1nc2ccccc2c(=O)n1NC(=O)c1ccc(Cl)cc1Cl
entry no.,21,22,23,24,25
MITF inh,4.6,5.5,-1.1,8.3,-6.9
TEAD-YAP block,-13.8,2.8,0.6,14.7,-2.3
FBW7 activator,0.2,0.0,0.0,-0.2,-0.1
GPR151 ag,1.5,0.1,1.8,0.6,0.8

26) CC(C)(C)c1ccc(C2C(C#N)=C(N)N(c3ccc(Cl)cc3)C3=C2C(=O)CCC3)s1 (configuration not stated)
27) S=c1[nH]nc(N2CCCC2)n1-c1ccccc1Cl
28) CCOc1ccc(-n2nc(C(=O)Nc3ccc(C(F)(F)F)cc3)c3ccccc3c2=O)cc1
29) Cc1ccc(NC(=O)CCS(=O)(=O)c2ccc3c(c2)CC(C)N3C(=O)C2CC2)cc1F (configuration not stated)
30) COc1cccc(N2CCN(C(=O)Cn3c(=O)[nH]c4ccccc4c3=O)CC2)c1
entry no.,26,27,28,29,30
MITF inh,14.7,8.4,-13.8,-1.2,-12.1
TEAD-YAP block,-13.4,0.8,-11.1,10.8,2.8
FBW7 activator,0.1,-0.1,0.0,0.0,0.0
GPR151 ag,-1.7,1.4,0.9,-0.7,-0.1

31) COC(=O)C1=CN(Cc2ccc(OC)cc2)C=C(C(=O)OC)C1c1cccc(Oc2ccccc2)c1
32) CC(=O)Nc1cccc(C(F)(F)F)c1
33) CCOc1ccc(C(=O)NC(=S)Nc2ccccn2)cc1
34) COc1cccc(CNC(=O)c2c(C(F)(F)F)nc3c(OC)cccn23)c1
35) CC(=O)c1ccc(NC(=S)Nc2cccc3cnccc23)cc1
entry no.,31,32,33,34,35
MITF inh,-24.2,-8.9,13.5,15.3,4.0
TEAD-YAP block,-2.2,-3.8,86.0*,9.7,2.7
FBW7 activator,0.4,-0.1,0.8,0.0,0.0
GPR151 ag,-0.6,0.3,-8.0,0.5,-1.2

36) COc1ccc(Br)cc1-c1nc(CCl)cs1
37) COc1ccc(C2CC(C(F)(F)F)n3ncc(C(=O)Nc4cccc(C(C)O)c4)c3N2)cc1OC (configuration not stated)
38) COc1ccc(CN2CCC3(CCC(CNC(=O)c4csc(C)n4)O3)CC2)cc1C (configuration not stated)
39) Cc1n[nH]c(C)c1SCC(=O)OCc1ccc(C#N)cc1
40) COc1ccc(-c2c(=O)n(OCc3ccccc3[N+](=O)[O-])c3ccccc3[n+]2[O-])c(OC)c1
entry no.,36,37,38,39,40
MITF inh,-12.1,-4.5,-0.4,4.3,-15.8
TEAD-YAP block,2.5,-14.1,-1.4,-3.7,3.4
FBW7 activator,-0.2,-0.1,0.3,0.0,-0.2
GPR151 ag,-0.8,-0.2,0.9,2.6,0.6

41) CCN(CCn1cccn1)c1nc2nonc2nc1N(C)C
42) CC1CCC(NC(=O)CCCCn2c(=O)[nH]c3ccccc3c2=O)CC1 (configuration not stated)
43) Cc1nc(NCc2cccc3ccccc23)sc1-c1ccn(C)n1
44) Cc1ccc(Nc2nc(C3CC3)cs2)cc1
45) CCc1nc(N)c(C#N)c(-c2ccc(Br)s2)c1C
entry no.,41,42,43,44,45
MITF inh,0.1,0.0,-2.2,-2.8,-3.1
TEAD-YAP block,6.9,-8.2,-7.7,-41.5,-11.9
FBW7 activator,0.0,0.4,-0.1,-0.1,0.0
GPR151 ag,2.6,1.1,4.5,0.8,-1.0

46) Cc1ccc(CCNC(=O)c2ccc(Cn3c(=S)[nH]c4ccsc4c3=O)cc2)cc1
47) COc1cc(-c2cnc(NCC(C)C)c3nccn23)cc(OC)c1OC
48) O=C(CCl)NC(=O)c1ccc(OC(F)F)cc1
49) N#Cc1c(NC(=O)c2sc3ccccc3c2Cl)sc2c1CCC2
50) O=C(NNC(=S)NC(=O)c1cccc([N+](=O)[O-])c1)c1ccc(O)cc1
entry no.,46,47,48,49,50
MITF inh,14.3,18.8,5.2,8.0,-2.6
TEAD-YAP block,3.2,4.2,-8.1,1.8,-3.8
FBW7 activator,0.1,0.5,1.0,0.0,-0.4
GPR151 ag,1.8,1.6,-1.2,-1.2,-0.8

51) O=C(C1CC1)N1CCN=C1SCc1cccc(F)c1
52) COc1ccc(C)cc1NC(=O)Cc1c(C(=O)O)[nH]c2ccccc12
53) COc1ccc(NC(=O)NCCOc2cccc3ccccc23)cc1OC
54) Cc1cccc(OCCC(=O)NNC(=O)Cc2cccn2C)c1
55) O=C(CSc1nc2c(c(=O)n1CCc1ccccc1)SCC2)NCC1CCCO1 (configuration not stated)
entry no.,51,52,53,54,55
MITF inh,5.2,-0.1,15.6,0.8,6.4
TEAD-YAP block,4.5,7.3,-7.2,7.2,-8.0
FBW7 activator,-0.1,-0.1,-0.1,-0.1,0.1
GPR151 ag,-2.1,-1.1,-1.0,3.4,1.2

The last 2 records of the part above lead into the next:
54) Cc1cccc(OCCC(=O)NNC(=O)Cc2cccn2C)c1
55) O=C(CSc1nc2c(c(=O)n1CCc1ccccc1)SCC2)NCC1CCCO1 (configuration not stated)
56) Cc1ccc2nc(/C(C#N)=N/O)[nH]c2c1
57) CC(=O)c1ccc2c(c1)C(=O)c1cc(C(C)=O)ccc1-2
58) Cc1cccc(N/C(N)=N/c2nc(C)cc(C)n2)n1
59) CCN(CC)S(=O)(=O)c1ccc2[nH]c3nc(SCc4cccc(Br)c4)nnc3c2c1
60) Cc1nc(-c2ccccc2)sc1C(=O)C1=C(O)C(=O)N(CCN(C)C)C1c1ccccc1 (configuration not stated)
entry no.,54,55,56,57,58,59,60
MITF inh,0.8,6.4,13.0,2.6,-9.3,-1.1,6.7
TEAD-YAP block,7.2,-8.0,-3.7,-21.2,0.8,9.9,9.5
FBW7 activator,-0.1,0.1,0.9,-0.2,-0.2,0.0,-0.1
GPR151 ag,3.4,1.2,0.7,0.2,0.2,0.1,-1.3

61) CC(C)(C)C(=O)Nc1nnc(SCC(=O)Nc2ccccc2Br)s1
62) COc1ccc(OC)c(Nc2nc(-c3c(C)nc4ncccn34)cs2)c1
63) COc1ncnc(N2CCC(Cc3ccccc3)CC2)c1C=O
64) CCN(CC)c1nc(Nc2ccc(N3CCOCC3)cc2)nc(N2CCC(N3CCOCC3)CC2)n1
65) COc1cccc(NC(=S)N(Cc2ccc(Br)cc2)Cc2ccc(C(=O)O)cc2)c1
entry no.,61,62,63,64,65
MITF inh,21.6,-8.9,-11.1,7.7,-6.5
TEAD-YAP block,12.7,6.3,-0.8,0.5,9.3
FBW7 activator,0.0,-0.2,0.0,0.3,-0.1
GPR151 ag,-0.6,0.7,0.9,0.2,-0.2

66) CCOc1cccc(C2CC(c3ccc(Cl)cc3)=NC(c3ccc(Br)cc3)N2)c1O (configuration not stated)
67) O=C(c1ccccc1F)N1CCN(c2c(Cl)cccc2[N+](=O)[O-])CC1
68) O=c1cc(N2CCCCC2)[nH]c(=O)n1C1CCCCC1
69) COc1cccc(CN2C(=O)[C@H]3CCCN3C(=O)c3ccccc32)c1
70) O=C(NCCc1nc(-c2cccnc2)n[nH]1)C1CCCO1 (configuration not stated)
entry no.,66,67,68,69,70
MITF inh,-5.9,-0.2,5.3,7.7,16.1
TEAD-YAP block,2.0,-3.5,-13.6,0.2,5.0
FBW7 activator,-0.5,0.1,-0.4,-0.1,0.1
GPR151 ag,0.2,-0.1,-0.3,2.3,1.5

71) Cc1n[nH]c(C)c1N1C(=O)c2cc([N+](=O)[O-])cc3cc([N+](=O)[O-])cc(c23)C1=O
72) O=C(COc1ccc(Cl)cc1)N1CCN=C1SCc1cccnc1
73) COc1cc(/C=N\NC(=O)Cc2cccn2C)ccc1OCc1ccccc1
74) CC(C)(C)n1ncc2c(=O)n(CC(=O)Nc3ccc(F)cc3)cnc21
75) COc1ccc(/C=N/NC(=O)COc2cc(C)ccc2C(C)C)cc1O
entry no.,71,72,73,74,75
MITF inh,17.0,3.3,26.0,9.1,1.3
TEAD-YAP block,-3.2,-12.4,-9.7,11.9,63.4*
FBW7 activator,0.0,0.2,0.1,0.2,0.0
GPR151 ag,-1.8,-1.5,-2.1,1.0,0.9

76) O=[N+]([O-])c1nn(-c2cccc(Cl)c2)n(O)c1=NC1CCCCC1
77) COc1ccc(CCNc2nc(SCC(=O)NCCC(C)C)nc3ccccc23)cc1OC
78) Cc1ccc(Nc2c([N+](=O)[O-])ccc3c2=NC2(CCCCC2)N=3)cc1
79) Cc1cc(=O)[nH]c2nnc(SCC(=O)Nc3ccc4c(c3)OCCO4)n12
80) N#CC(NC(=O)c1ccccc1)=C(Br)Br
81) CCOc1ccc2nc(NC(=O)CCS(=O)(=O)c3ccc(OC)cc3)sc2c1
entry no.,76,77,78,79,80,81
MITF inh,55.5*,2.0,-1.9,7.0,-2.6,1.2
TEAD-YAP block,5.2,-11.4,-6.5,15.6,4.1,-4.8
FBW7 activator,-0.6,0.0,-0.2,-0.1,-0.1,0.0
GPR151 ag,-1.2,0.1,-1.5,2.5,-0.9,2.7
